Screening data as filed in PubChem BioAssay.
VHR inh abs: blocks human VHR1 dual specificity phosphatase. inhibition, % at 13.3 µM. 290,000 tested, 0.52% active. P51452. recombinant VHR phosphatase, pNPP absorbance; in the data active means inhibition above about 50%; further: some compounds called inactive have numbers as strong as hits
Target sequence (P51452 whole entry, looked up): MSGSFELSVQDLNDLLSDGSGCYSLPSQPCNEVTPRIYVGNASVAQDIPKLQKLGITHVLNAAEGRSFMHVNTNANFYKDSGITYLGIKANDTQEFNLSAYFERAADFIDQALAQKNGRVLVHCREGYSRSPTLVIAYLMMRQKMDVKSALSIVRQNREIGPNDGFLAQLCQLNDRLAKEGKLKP
CCHFV vOTU inh: blocks the CCHF virus ovarian tumor domain protease; inhibition, % at 11.5 µM; 370,000 tested, 0.55% active; CCHFV vOTU protease, Pep-AMC fluorescence; in the data active means inhibition above about 30%; further: 0% = vehicle wells with enzyme and 100% = no enzyme wells
Rv3671c protease: inhibits the M. tuberculosis serine protease Rv3671c. P9WHR9. inhibition, % at 5.96 µM. 320,000 tested, 0.048% active; in the data active means inhibition above about 38%;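 further: extracellular domain of Rv3671c used as enzyme; 0% = enzyme with DMSO and 100% = no enzyme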
Target sequence (P9WHR9 whole entry, looked up, the tested form may be a part): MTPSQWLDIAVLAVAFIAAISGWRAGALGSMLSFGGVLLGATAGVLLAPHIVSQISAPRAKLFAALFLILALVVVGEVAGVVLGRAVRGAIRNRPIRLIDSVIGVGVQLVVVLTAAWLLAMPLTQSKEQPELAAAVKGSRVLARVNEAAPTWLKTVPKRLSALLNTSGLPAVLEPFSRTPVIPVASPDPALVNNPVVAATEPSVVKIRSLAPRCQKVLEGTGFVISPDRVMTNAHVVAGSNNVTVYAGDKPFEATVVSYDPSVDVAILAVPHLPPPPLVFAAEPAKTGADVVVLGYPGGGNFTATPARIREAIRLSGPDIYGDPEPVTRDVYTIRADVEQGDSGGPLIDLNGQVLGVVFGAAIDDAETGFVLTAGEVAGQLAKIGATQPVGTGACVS
PrPC TRFRET: reduces human prion protein on the cell surface; AID 720596; 370,000 tested, 0.43% active; inhibition, % at 13.8 µM; cell surface PrPC, TR-FRET read-out; in the data active means inhibition above about 24%; further: 0% = median of the test wells and 100% = reference compound wells
BoNT-A LC inh2: inhibitors of Botulinum neurotoxin A light chain protease. 360,000 tested, 0.17% active. inhibition, % at 10 µM. multiplex microsphere protease substrate cleavage, flow cytometry; further: plate controls were buffer without enzyme for full effect and enzyme alone for no effect
3CLpro inhibitor: SARS-CoV 3CLpro protease inhibition. AID 1706. P0C6X7. recombinant SARS-CoV 3CLpro, quenched FRET peptide cleavage. inhibition, % at 6 µM. 290,000 tested, 0.14% active; in the data active means inhibition above about 12%
MazF activator: activators of E. coli MazEF toxin-antitoxin RNase | P0AE70 | FAM/BHQ RNA-DNA oligo cleavage fluorescence, 5 h | activation, % at 20 µM | 350,000 tested, 0.32% active | AID 504720; in the data active means activation above about 50%
Target sequence (P0AE70 whole entry, looked up): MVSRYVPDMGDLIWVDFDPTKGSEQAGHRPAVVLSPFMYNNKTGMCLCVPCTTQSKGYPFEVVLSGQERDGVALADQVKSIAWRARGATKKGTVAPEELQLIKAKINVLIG
Anthrax LF inh2: inhibitors of Bacillus anthracis lethal factor protease | P15917 | AID 588501 | multiplex microsphere protease cleavage assay, LF | 360,000 tested, 0.12% active | inhibition, % at 10 µM; further: plate controls were buffer without enzyme for full effect and enzyme alone for no effect
PriA SSB inh: blocks PriA binding to SSB C-terminal tail; AlphaScreen SSBct-PriA binding, biotinylated peptide; 430,000 tested, 0.6% active; AID 1272365; inhibition, % at 33 µM; in the data active means inhibition mostly above about 37%, no sharp cut-off; inactive means mostly below about 20%;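 further: plate controls were negative control peptide for no effect and reference peptide for full effect; strong numbers were not always called active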
BoNT-F LC inh: inhibitors of Botulinum neurotoxin F light chain protease | Multiplex microsphere protease cleavage assay, flow cytometry | inhibition, % at 10 µM | 360,000 tested, 0.22% active | AID 588497; in the data active means inhibition above about 35%, passing the limit was not always enough; inconclusive means no clear call, values can overlap the other calls; further: plate controls were buffer without enzyme for full effect and enzyme alone for no effect
* hit, by the source's call; ? = inconclusive; nt = no result given; & = joins results of further samples. Unless noted, no stated cut-off is given here; in the data, active means inhibition above about 30%; inconclusive means no clear call, values can overlap the other calls; inactive means below that.

SMILES | VHR inh abs | CCHFV vOTU inh | Rv3671c protease | PrPC TRFRET | BoNT-A LC inh2 | 3CLpro inhibitor | MazF activator | Anthrax LF inh2 | PriA SSB inh | BoNT-F LC inh
Cc1ccc(Nc2nc3ccccc3nc2-n2nc(C)cc2C)cc1 | 24 | 4 | -9 | -8 | 9.4 | -7 | -3 | 9 | -13 | 3
Cc1csc(-c2cnn(-c3ccccc3)c2NC(=O)c2ccc(C(F)(F)F)cc2)n1 | 29 | -2 | -15 | 9 | -0.5 | 1 | -2 | 2 | -13 | -7
CSc1ccccc1NC(=O)COc1ccccc1C | 18 | -2 | -3 | 1 | -0.4 | 4 | -9 | 2 | -6 | -2
CN(C)C(=O)c1nnc(Cc2ccc(Cl)cc2)o1 | 8 | -4 | -3 | -1 | -0.1 | 0 | 5 | 5 | -7 | -8
C/C(CC(=O)Nc1ccc(N(C)C)cc1)=N\NC(=O)c1ccccc1O | 27 | 8 | 8 | -2 | 0.5 | -4 | 0 | -6 | nt | 8
O=C(NCCN1CCN(Cc2ccccc2)CC1)c1ccc(CS(=O)(=O)c2ccc(Br)cc2)o1 | -36 | 0 | -8 | -8 | 0.3 | 0 | -7 | -3 | -7 | -9
O=C(CNC(=O)c1ccc(-c2ccccc2)cc1)Nc1ccc(S(=O)(=O)Nc2ncccn2)cc1 | -4 | -2 | -12 | 5 | -0.6 | 8 | 1 | 4 | -14 | -6
CC1C(=O)N(Cc2cn(CC3CCCCC3)nn2)CCS(=O)(=O)N1Cc1ccc(-c2ccncc2)cc1 (centres undefined) | nt | -1 | nt | 9 | 0.4 | nt | -3 | -4 | nt | -4
COc1ccc(C)cc1S(=O)(=O)N1CCCC(C(=O)N2CCN(c3ccccc3)CC2)C1 (centres undefined) | -12 | -3 | 5 | 7 | -3.5 | -7 | -2 | -1 | 12 | -8
COc1ccc(CNC(=O)C(=O)NCC2OCCN2S(=O)(=O)c2ccc(OC)cc2)cc1 (centres undefined) | 5 | 18 | 6 | 0 | 2.9 | 0 | -4 | 2 | 9 | 6
Cc1noc(NS(=O)(=O)c2ccc(N3C(=O)c4ccccc4C3=O)cc2)c1C | 10 | 11 | -1 | -2 | -0.7 | 0 | 7 | 2 | -4 | -1
CC(=O)Nc1ccc(S(=O)(=O)N(C)c2ccc(OCC(=O)Nc3ccccc3C(C)=O)cc2)cc1 | nt | -1 | nt | 3 | -0.8 | nt | -11 | -2 | -6 | 2
COc1cccc(C(=O)NCCS(=O)(=O)NCc2ccco2)c1 | nt | -4 | -2 | 1 | -7.6 | nt | -1 | -2 | -14&-5&11 | -10
O=C(Nc1ccc(NC(=O)c2cc3ccccc3o2)cc1)c1ccc2c(c1)OCCO2 | 14 | -5 | 5 | 4 | 0.3 | 1 | -43 | -6 | -5 | 2
COc1ccccc1CN1CC(C(=O)NC2CCOCC2)CCC1=O (centres undefined) | 5 | -5 | -2 | 3 | -1.3 | 4 | -1 | 1 | -1 | -1
Cc1ccc(OCC(=O)N(Cc2ccccc2)C(C)(C)C)c([N+](=O)[O-])n1 | 8 | 4 | 1 | -9 | -0.3 | 9 | 8 | -3 | -1 | -6
CC(=O)Nc1ccc(NC(=O)Nc2ccc(C)c(C)c2)cc1 | 14 | 4 | 16 | -3 | -0.6 | 0 | 3 | 3 | 0 | 1
CCOC(=O)c1c(C)n(C)c2ccc(OCC(O)CN3C(=O)c4ccccc4S3(=O)=O)cc12 (centres undefined) | -33 | 21 | -1 | -4 | -1.7 | 4 | -10 | -1 | 5 | -6
CCN(CC)CCNc1ncnc2c1sc1nc(N3CCCC3)c3c(c12)CC(C)(C)OC3 | 17 | 19 | 5 | -10 | 1.3 | -17 | 7 | -3 | 27 | -4
CCOC(=O)C1CCCN(C(=O)CN2C(=O)COc3ccc(C(C)(C)C)cc32)C1 (centres undefined) | 26 | -1 | -9 | 5 | 0.2 | -3 | 12 | -2 | -2 | -2
CC(C)(C)N(Cc1cc2ccccc2[nH]c1=O)C(=O)c1cccnc1 | 5 | -2 | 12 | -2 | 0.7 | 3 | 4 | 0 | -16 | -3
CC1Oc2ccccc2C=C1/C=N/NC(=O)c1ccccc1 (centres undefined) | -2 | -32 | -11 | -7 | -0.2 | 5 | 0 | -2 | nt | 1
Cc1ccc(S(=O)(=O)Nc2ccc3c(c2)C(=O)N([C@H](C)CO)C[C@H](C)[C@H](CN(C)C(=O)Nc2cccc4ccccc24)OCCCC[C@@H](C)O3)cc1 | nt | 6 | nt | 14 | -0.6 | nt | -14 | -5 | nt | -7
CCC(C)NC(=S)N(Cc1cc2cc(C)ccc2n2nnnc12)CC(C)(C)NC(C)C (centres undefined) | 8 | -2 | 3 | -3 | 0.8 | -3 | 7 | -4 | -4 | 15
Cc1nn(Cc2ccccc2)c(Cl)c1C(=O)OCC(=O)Nc1cccc2ccccc12 | 28 | -4 | -6 | 0 | -0.3 | 0 | 1 | -1 | -5 | -1

Continued, starting with the last six of the part before.
SMILES | VHR inh abs | CCHFV vOTU inh | Rv3671c protease | PrPC TRFRET | BoNT-A LC inh2 | 3CLpro inhibitor | MazF activator | Anthrax LF inh2 | PriA SSB inh | BoNT-F LC inh
CCOC(=O)C1CCCN(C(=O)CN2C(=O)COc3ccc(C(C)(C)C)cc32)C1 (centres undefined) | 26 | -1 | -9 | 5 | 0.2 | -3 | 12 | -2 | -2 | -2
CC(C)(C)N(Cc1cc2ccccc2[nH]c1=O)C(=O)c1cccnc1 | 5 | -2 | 12 | -2 | 0.7 | 3 | 4 | 0 | -16 | -3
CC1Oc2ccccc2C=C1/C=N/NC(=O)c1ccccc1 (centres undefined) | -2 | -32 | -11 | -7 | -0.2 | 5 | 0 | -2 | nt | 1
Cc1ccc(S(=O)(=O)Nc2ccc3c(c2)C(=O)N([C@H](C)CO)C[C@H](C)[C@H](CN(C)C(=O)Nc2cccc4ccccc24)OCCCC[C@@H](C)O3)cc1 | nt | 6 | nt | 14 | -0.6 | nt | -14 | -5 | nt | -7
CCC(C)NC(=S)N(Cc1cc2cc(C)ccc2n2nnnc12)CC(C)(C)NC(C)C (centres undefined) | 8 | -2 | 3 | -3 | 0.8 | -3 | 7 | -4 | -4 | 15
Cc1nn(Cc2ccccc2)c(Cl)c1C(=O)OCC(=O)Nc1cccc2ccccc12 | 28 | -4 | -6 | 0 | -0.3 | 0 | 1 | -1 | -5 | -1
Cc1ccccc1C1CC(c2ccc(F)cc2)Nc2nc(N)nn21 (centres undefined) | -1 | 1 | 1 | -6 | 0.0 | 0 | -12 | -6 | -2 | -5
CCN(C(=O)COC(=O)c1ccccc1NC(=O)c1ccco1)C1CCS(=O)(=O)C1 (centres undefined) | -10 | 17 | 1 | 1 | 0.1 | 0 | 1 | -5 | -8 | -6
COc1cc(/C=C(\C#N)C(N)=O)ccc1OS(=O)(=O)c1ccc(C)cc1 | -2 | -15 | 1 | -2 | -1.2 | 6 | 5 | -2 | -4 | -15
Cc1cc(Cn2nc(-c3ccccc3)cc2C(=O)NCc2cccc(Br)c2)on1 | nt | 11 | -139 | 1 | -0.1 | nt | -33 | -6 | 1 | 1
CCN1CCN(CCC(=O)Nc2ccc3c(c2)OCO3)CC1 | 29 | 17 | 8 | 1 | -0.8 | 3 | -3 | -7 | -2 | -9
Cc1ccc(NC(=S)Nc2ccc3nc(-c4ccccn4)c(-c4ccccn4)nc3c2)cc1C | 10 | nt | -13 | nt | 20 | 4 | -141 | 7 | 6 | -8
CN1C(=O)C(=Cc2ccc(Sc3ccccc3)o2)C(=O)N(C)C1=S | nt | 6 | -8 | -5 | 3.6 | nt | -10 | -2 | 0 | 3
CCCCOc1ccc(/C(N)=N/O)cc1 | 8 | -1 | 1 | 4 | 0.2 | 3 | 4 | 0 | nt | -13
COC(=O)c1ccc(COC(=O)C2CCN(S(=O)(=O)c3c(C)cc(C)cc3C)CC2)o1 | nt | 7 | nt | 10 | -0.4 | nt | -4 | 3 | nt | -4
Cc1cccc(C(OC(=O)c2ccco2)C(=O)NCc2ccccc2)n1 (centres undefined) | 18 | 7 | 1 | 6 | 1.1 | 4 | -1 | -1 | 2 | 12
CCN(CC(=O)NCc1cccs1)C(=O)c1ccccc1Cl | 0 | 11 | 10 | 4 | 0.2 | -6 | -4 | -2 | -3 | -3
N#Cc1ccccc1OCC(=O)N1CCc2ccccc2C1 | 32 | -11 | -2 | 9 | 0.6 | 2 | 2 | -6 | 0 | -5
CCCc1cc(=O)oc2cc(OCC(=O)NCCc3c[nH]c4ccccc34)ccc12 | 12 | 7 | -19 | 5 | -0.9 | 1 | -4 | -4 | -4 | -8
COc1ccc(/C=N/N2CCOCC2)cc1O | -10 | 0 | -1 | 0 | -0.4 | 1 | 4 | -2 | nt | -5
O=C(Oc1c(Cl)cc(Cl)c2cccnc12)N1CCCCC1 | -12 | 0 | 4 | -14 | ? | -1 | -12 | -1 | -11&-10&-20 | -8
COC(=O)c1ccc(NC(=O)N2CCCC(C(=O)c3ccccc3OC)C2)cc1 (centres undefined) | 20 | -1 | -17 | 17 | -0.4 | -1 | 4 | 0 | -15 | -2
Cc1ccc2sc(N(CCCN(C)C)C(=O)c3nc4ccccc4s3)nc2c1C | -2 | 6 | -15 | 5 | -0.1 | 3 | -10 | -3 | 0 | 4
Cc1ccc2c(CN(Cc3ccccc3)Cc3ccccc3)cc(=O)oc2c1 | nt | -6 | nt | 6 | 0.6 | nt | nt | -4 | nt | 5
O=c1cc(-c2ccc3c(c2)OCCO3)oc2ccc(Cl)cc12 | 28 | -23 | -2 | -2 | -0.1 | -1 | -58 | 2 | 0 | 0
c1n[nH]c(SCCCCSc2ncn[nH]2)n1 | 4 | 0 | -4 | -4 | nt | 3 | 5 | nt | -34 | nt
CCOC(=O)C1CCN(C(=O)COC(=O)C2CCN(S(=O)(=O)c3ccc(C)c(C)c3)CC2)CC1 | nt | -6 | 9 | -2 | -19 | nt | 0 | -5 | -13 | -31
CCN1CCN(c2nnc(-c3ccc(F)cc3)c3ccccc23)CC1 | 15 | -2 | 8 | -8 | 4.3 | -1 | -31 | 1 | -8 | 10
Cc1nnc(SC(C)C(=O)Nc2ccc(N3CCOCC3)cc2)n1Cc1ccccc1 (centres undefined) | nt | -4 | nt | -3 | 4.2 | nt | -1 | -6 | 24 | 8
CC(C)CC(C(=O)O)C(C)CC(=O)Nc1ccn(-c2ccccc2)n1 (centres undefined) | 4 | 3 | -1 | 4 | 0.1 | 2 | 3 | -5 | 1 | -1
NC(N)=NCCC[C@H](NC(=O)OCc1ccccc1)C(=O)O | 20 | 6 | -9 | -4 | -0.9 | -2 | 3 | -6 | 9 | -3

Some of the entries so far, with values under each structure.
Results follow in this order: VHR inh abs	CCHFV vOTU inh	Rv3671c protease	PrPC TRFRET	BoNT-A LC inh2	3CLpro inhibitor	MazF activator	Anthrax LF inh2	PriA SSB inh	BoNT-F LC inh
- Cc1nnc(SC(C)C(=O)Nc2ccc(N3CCOCC3)cc2)n1Cc1ccccc1 (centres undefined)
 : nt	-4	nt	-3	4.2	nt	-1	-6	24	8
- COc1cc(/C=C(\C#N)C(N)=O)ccc1OS(=O)(=O)c1ccc(C)cc1
 : -2	-15	1	-2	-1.2	6	5	-2	-4	-15

Complete entries from above. Values in the order: VHR inh abs	CCHFV vOTU inh	Rv3671c protease	PrPC TRFRET	BoNT-A LC inh2	3CLpro inhibitor	MazF activator	Anthrax LF inh2	PriA SSB inh	BoNT-F LC inh
`O=c1cc(-c2ccc3c(c2)OCCO3)oc2ccc(Cl)cc12` in the list: 28	-23	-2	-2	-0.1	-1	-58	2	0	0
`Cc1ccc2c(CN(Cc3ccccc3)Cc3ccccc3)cc(=O)oc2c1` in the list: nt	-6	nt	6	0.6	nt	nt	-4	nt	5

This is a subset. The share of hits here may be higher or lower than overall.
